# Screening data from PubChem.
# hERG rescue: hERG (human) protection from proarrhythmic block | CHO-hERG, FluxOR thallium flux, dofetilide IC70 present | activation (rescue from dofetilide block), less the hit threshold, % at 10 µM | 0.51% of 310,000 active;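 active = activation above the mean of controls blocked by dofetilide plus 5 SD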;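 also: thallium influx through hERG after potassium depolarization seen as dye fluorescence rise; in these data hits start at about 4.7%; inactives centre near -7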
# Target sequence (Q12809 whole entry, looked up): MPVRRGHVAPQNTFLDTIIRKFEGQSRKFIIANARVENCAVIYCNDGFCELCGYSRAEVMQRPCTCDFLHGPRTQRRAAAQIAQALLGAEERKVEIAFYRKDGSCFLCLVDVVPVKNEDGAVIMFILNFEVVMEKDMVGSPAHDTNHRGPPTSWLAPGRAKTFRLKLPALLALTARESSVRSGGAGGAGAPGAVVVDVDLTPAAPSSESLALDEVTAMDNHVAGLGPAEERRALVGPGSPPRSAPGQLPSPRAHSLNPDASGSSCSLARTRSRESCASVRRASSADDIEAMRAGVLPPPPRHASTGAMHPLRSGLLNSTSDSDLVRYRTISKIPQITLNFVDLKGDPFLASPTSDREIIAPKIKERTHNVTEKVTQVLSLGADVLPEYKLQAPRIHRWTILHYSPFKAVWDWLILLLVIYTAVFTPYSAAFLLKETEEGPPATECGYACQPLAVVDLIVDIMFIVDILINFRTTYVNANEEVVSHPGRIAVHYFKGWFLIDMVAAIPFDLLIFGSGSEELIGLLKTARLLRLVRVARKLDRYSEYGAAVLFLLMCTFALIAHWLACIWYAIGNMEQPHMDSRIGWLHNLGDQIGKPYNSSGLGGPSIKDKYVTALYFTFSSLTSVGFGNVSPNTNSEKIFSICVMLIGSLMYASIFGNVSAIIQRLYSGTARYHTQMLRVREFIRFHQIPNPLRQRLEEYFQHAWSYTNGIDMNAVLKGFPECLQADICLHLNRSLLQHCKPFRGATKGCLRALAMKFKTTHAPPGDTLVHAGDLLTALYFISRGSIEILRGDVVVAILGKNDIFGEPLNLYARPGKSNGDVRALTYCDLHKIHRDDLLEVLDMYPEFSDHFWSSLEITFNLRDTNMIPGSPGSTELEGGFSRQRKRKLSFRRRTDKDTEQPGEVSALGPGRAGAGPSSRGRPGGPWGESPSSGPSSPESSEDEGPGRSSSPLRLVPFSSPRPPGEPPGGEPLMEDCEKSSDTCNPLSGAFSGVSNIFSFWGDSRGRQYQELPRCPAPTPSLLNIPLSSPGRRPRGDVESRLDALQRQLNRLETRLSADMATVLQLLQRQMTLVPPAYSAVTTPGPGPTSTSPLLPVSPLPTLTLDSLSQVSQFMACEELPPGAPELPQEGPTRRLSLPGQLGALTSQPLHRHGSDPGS
# TRPC4 block: inhibitors of mouse TRPC4 channel | Q9QUQ5 | HEK293 TRPC4beta/mu-opioid, DAMGO-evoked Fluo4 calcium flux; active compounds read low | B-score at 10 µM | 0.39% of 300,000 active | AID 2247;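 active = B-score over 3 SD under the library average, no early fluorescence shift, positive overall ratio signal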
#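 System: stable TRPC4beta/mu-opioid receptor HEK293 cells; Dosing: single-point compound dosing; Measured by: Fluo4 Ca2+ flux fluorescence; Read-out basis: per-well B score of integrated baseline-normalized Fluo4 ratio.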
# Dyrk1A ADPGlo: blocks rat Dyrk1A kinase activity; inhibition, % at 12.5 µM; ADP-Glo luminescence, NFATc1 peptide; Q63470; 0.43% of 310,000 active; in the data active = inhibition above about 50%;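 also: plate controls were vehicle with enzyme for no effect and no enzyme for full effect; many of its hits are not listed in these tables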
# KCNK3 inh: human KCNK3 channel inhibition, primary screen; AID 602410; B-score at 10 µM; CHO-KCNK3 thallium flux, FluxOR fluorescence; active compounds read low; 0.84% of 340,000 active;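 active = B-score under library mean minus 4 SD, starting fluorescence ratio at most library mean plus 5 SD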;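 also: more negative B-score means stronger inhibition of thallium flux through KCNK3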
# TRPC4 PAM: allosteric potentiators of mouse TRPC4 channel; HEK293 TRPC4beta/mu-opioid, DAMGO EC20, Fluo-4 Ca2+ flux; active compounds read high; AID 2227; B-score at 10 µM; 0.42% of 310,000 active; Q9QUQ5;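 active = B-score of calcium response area above 5 SD of library B-scores, with initial fluorescence ratio within 5 SD of library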;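 also: B-score of integrated fluorescence ratio over time as area under calcium response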
# KCNQ1 pot: potentiators or activators of human KCNQ1 potassium channel | P51787 | CHO-K1 KCNQ1, thallium flux FluxOR fluorescence; active compounds read high | B-score at 10 µM | 0.35% of 310,000 active | AID 2648;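 active = fluorescence ratio B-score, a plate-corrected score, at least three library SD, with initial intensity B-score within 5 SD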
#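 Schedule – 37 °C overnight plating, 90-min dark dye load, 20-min compound pretreatment · System – stable KCNQ1 CHO-K1 line · Probe or stimulus – thallium- and potassium-containing depolarizing buffer · Measured by – kinetic FluxOR fluorescence, 10 s baseline plus 110 s post-stimulus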
# PolyA inhibitor: yeast polyadenylation inhibition. S. cerevisiae SKY197-pL101 polyadenylation reporter, beta-gal luminescence; efflux-impaired pdr1/pdr3 knockout yeast; score 100 = 6 SD above DMSO. calls only at 12 µM. 0.02% of 300,000 active. AID 1875;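 active = lowest replicate activity score at least 50, where 100 means six control SD above control mean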;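 also: yeast exposed to compound for 9 h at 30 °C; higher score means more reporter readthrough which indicates perturbed polyadenylation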
# KCNQ1 inh: inhibitors of human KCNQ1 potassium channel; 1.3% of 310,000 active; P51787; CHO-K1 KCNQ1, FluxOR thallium flux fluorescence; active compounds read high; B-score at 10 µM;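 active = compounds whose thallium flux B-score, printed positive for inhibition, exceeds three library SD while starting fluorescence stays within three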;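 also: channel opened by potassium depolarization with thallium stimulus after 20 min compound exposure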
# Platelet DG rel: platelet dense granule release activity | human platelet-rich plasma, SFLLRN dense granule ATP release, luminescence | inhibition, %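 (compounds screened at 7.5 µM in platelet-rich plasma)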 | 0.22% of 300,000 active | AID 1663;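 active = mean replicate score, as percent of positive control, at or above 50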
# KCNK9 block: human KCNK9 channel inhibition. HEK293 KCNK9, FluxOR thallium flux fluorescence; active compounds read low. 1.2% of 310,000 active. AID 488922. Q9NPC2. B-score at 10 µM;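 active = ratio B-score over 3 SD below the library mean, with starting fluorescence within 5 SD of its mean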;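 also: negative B-score means less thallium flux so channel inhibition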
# TRPC4 agonist: TRPC4 (mouse) channel activation | Q9QUQ5 | HEK293 TRPC4beta/mu-opioid, Fluo4 calcium fluorescence; active compounds read high | B-score at 10 µM | 0.49% of 310,000 active;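 active = B-score above 5 SD of library B-scores, and initial fluorescence ratio not above library mean plus 5 SD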;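 also: positive B-score marks a calcium rise read as TRPC4 activation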
#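 Assay system: HEK293 stable line with TRPC4beta plus mu-opioid receptor; schedule: 45 min room-temperature Fluo4 loading, 110 s read; technique: kinetic Fluo4 calcium fluorescence; evaluation: integrated baseline-normalised fluorescence ratio, converted to per-well B score; controls: buffer (low) and maximal DAMGO (high)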
# Starred values were filed as active, the others as inactive; i = inactive; . = no result given. An excerpt (hit frequency here may not be typical).
SMILES,hERG rescue,TRPC4 block,Dyrk1A ADPGlo,KCNK3 inh,TRPC4 PAM,KCNQ1 pot,PolyA inhibitor,KCNQ1 inh,Platelet DG rel,KCNK9 block,TRPC4 agonist
CCCSc1nc(=O)n2cc(C)ccc2n1,-4.6,i,-2.6,i,i,i,i,i,12.8,i,i
COc1ccc(NC(=O)CNC(=O)c2cccs2)cc1Cl,-4.1,i,-0.4,i,i,i,i,i,-9.3,i,i
CCOC(=O)COc1nc(N(C)C)nc(N(C)C)n1,0.5,i,3.9,i,i,i,i,i,7.4,i,i
COc1ccc(NC(=O)[C@H](C)NC(=O)C2CCN(S(=O)(=O)c3ccc(C)cc3)CC2)cc1OC,-5.8,i,5.9,i,i,i,i,i,-21.2,i,i
CCN(CC)CCNC(=O)c1cc(Nc2ccc(OC)c(OC)c2)nc2ccccc12,-7.5,i,5.0,i,i,i,i,i,-3.6,i,i
Cn1c(Cn2c(C(F)(F)F)nc3ccccc32)nc2ccccc21,-9.7,i,2.5,i,i,i,i,i,5.8,i,i
CNC(=S)Nc1ccc(OC)c(OC)c1,-4.5,i,6.2,i,i,i,i,i,-4.3,i,i
Cn1c(SCC(=O)N(C2CCCCC2)C2CCCCC2)nnc1-c1cccs1,-7.0,i,-8.6,i,i,i,i,i,5.9,i,i
COc1ccc(-c2nc(CS(=O)CC(=O)NCc3ccc4c(c3)OCO4)c(C)o2)cc1OC (stereo unspecified),-15.9,i,-4.4,i,i,i,i,i,-4.0,i,i
COc1ccc(CNC(=O)Cc2c(C(=O)O)[nH]c3ccccc23)cc1,-8.0,i,5.6,i,i,i,i,i,-5.0,i,i
COc1cc(/C=C2/C(=O)NN(c3ccc(F)cc3)C2=O)cc(Cl)c1O,-1.9,i,1.3,i,i,i,i,i,1.2,i,i
O=C(CSCc1ccccc1)Nc1ccc2c(c1)OCO2,-4.1,i,-0.3,i,i,i,i,i,.,i,i
Cc1cc(C)cc(NC2=CC(=O)CC(c3ccco3)C2)c1 (stereo unspecified),-6.3,i,0.6,i,i,i,i,i,0.1,-12.1*,i
COCCCn1nnnc1SCC(=O)Nc1nc(C)c(C)s1,-2.6,i,-1.0,i,i,i,i,i,0.9,i,i
O=C(CSc1nnc(C2COc3ccccc3O2)o1)N1CCOCC1 (stereo unspecified),-11.8,i,-8.8,i,i,i,i,i,-2.1,i,i
Cc1cc(C)c(-c2csc(NC(=O)C3=NN(c4ccccc4)C(=O)CC3)n2)c(C)c1,-9.5,i,1.4,i,i,i,.,i,-9.2,i,i
Cc1ccccc1CN(c1ccc(C(=O)N/N=C/c2ccc(OCC(N)=O)cc2)cc1)S(C)(=O)=O,-11.1,i,2.0,i,i,i,i,i,0.6,i,i
NS(=O)(=O)c1ccc(NC(=S)NCc2ccccc2)cc1,-5.0,i,-3.8,i,i,i,i,i,19.4,i,i
CC(Sc1nnc2ccccn12)C(N)=O (stereo unspecified),5.0*,i,.,i,i,i,i,i,4.8,i,i
Cc1sc2nc(SCCO)n(-c3ccccc3)c(=O)c2c1C,-1.2,i,.,i,i,i,i,i,-2.2,i,i
CCOC(=O)C1=C(N)c2ccccc2CC1C1CCCC1 (stereo unspecified),-12.6,i,-4.5,i,i,i,i,i,0.0,i,i
Cc1cc(C)nc(SCC(=O)N/N=C\C(Br)=C\c2ccccc2)n1,-8.6,i,10.5,i,i,i,i,i,-0.9,i,i
Cc1ccc(C(OCC(O)CNC(CO)C(O)c2ccc([N+](=O)[O-])cc2)c2ccccc2)cc1 (stereo unspecified),-16.8,i,6.5,i,i,i,i,i,0.9,i,i
O=C(COc1ccc(Br)cc1)NCCO,-4.6,i,-5.1,i,i,i,i,i,-11.8,i,i
O=C(O)/C=C/c1cccnc1,-5.5,i,-1.0,i,i,i,i,i,-1.7,i,i
CCCOc1ccc(-c2cn3ccccc3n2)cc1,-6.1,i,.,i,i,i,i,i,43.5,i,i
CCN(Cc1ccccc1)C(=O)COC(=O)c1cc(Cl)nc(Cl)c1,-10.7,i,-3.5,i,i,i,i,i,-8.4,i,i
CC(C)NC(=O)C1CCN(C2CCN(Cc3ccc4cccc(F)c4n3)CC2)CC1,-9.5,i,-1.6,i,i,i,i,i,-13.4,i,i
COc1ccccc1NC(=O)CCN1C(=O)C2C3CCC(C3)C2C1=O (stereo unspecified),-2.0,i,3.7,i,i,i,i,i,12.5,i,i
COc1ccc(S(=O)(=O)Nc2ccccc2C(=O)N2CCCC2)cc1C,-10.6,i,-4.5,i,i,i,i,i,1.6,i,i
Cc1ccc(CNC(=O)c2ccccc2N)cc1,-11.2,i,-8.4,i,i,i,i,i,3.0,i,i
Cc1c(N(C(=O)Nc2ccccc2)C2=NCC(C)S2)c(=O)n(-c2ccccc2)n1C (stereo unspecified),-9.3,i,-5.7,i,i,i,i,i,-0.7,i,i
CCC1=NN2C(=N)/C(=C\c3ccc(SCc4ccco4)o3)C(=O)N=C2S1,-14.9,i,-0.9,i,i,i,i,i,2.6,i,i
CCCCC(=O)Nc1ccc(NCc2ccc(C)s2)cc1,8.6*,i,-0.3,i,i,i,i,i,-1.9,i,i
O=C(CSc1nc(=O)n(CCCN2CCOCC2)c2c1CCC2)Nc1ccccc1F,-9.3,i,8.9,i,i,i,i,i,-16.2,i,i
C#Cc1ccc([C@@H]2C=C(C(=O)O)O[C@H](OCCCCO)C2)cc1,-3.9,i,0.4,i,i,i,i,i,-1.9,i,i
CCOCCCn1c(SCC(=O)Nc2ccc3[nH]c(=O)[nH]c3c2)nc2ccccc2c1=O,-18.4,i,4.1,i,i,i,i,i,9.1,i,i
Cc1cccc(C(=O)NCC(=O)OCC(=O)c2cc(C)n(CC3CCCO3)c2C)c1 (stereo unspecified),-14.0,i,0.3,i,i,i,i,i,3.0,i,i
COC(=O)c1ccc(C2CC(=O)Nc3cc(OC)c(OC)cc32)cc1 (stereo unspecified),-4.1,i,-4.8,i,i,i,i,i,5.7,i,i
CC(C)(C)C(=O)NCCc1nc2ccccc2n1CC(=O)c1ccccc1,-14.6,i,4.4,i,i,i,i,i,7.3,i,i
CCN(Cc1nc(-c2cccc(C)c2)no1)C(=O)c1ccco1,-9.1,i,-3.2,i,i,i,i,i,8.7,i,i
COc1ccc2c(c1)C=C(CN1CCN(C(C)C)C(CCO)C1)CO2 (stereo unspecified),-8.6,i,-8.7,i,i,i,i,i,2.5,i,i
N/C(=N/O)c1ccccc1N1CCC(Cc2ccccc2)CC1,-11.0,i,-0.2,i,i,i,i,i,-2.0,i,i
CCOC(=O)C1=C(C)NC(=O)NC1/C(C)=C/c1ccccc1 (stereo unspecified),-8.1,i,-1.5,i,i,i,i,i,-2.2,i,i
CSc1cccc(NC(=S)N(CCCN2CCC(C)CC2)Cc2cccs2)c1,-2.3,i,-0.1,i,i,i,i,i,2.5,i,i
C=CCN(CC=C)Cc1cc(=O)n2c(-c3ccccc3)csc2n1,-7.0,i,1.7,i,i,i,i,i,6.5,i,i
COc1cc(OC)nc(NC(=O)COC(=O)C2CCCCC2)n1,-8.4,i,-3.0,i,i,i,i,i,-4.7,i,i
CC(C)Oc1ccc(C(=O)NC2CCCCC2)cc1,-7.5,i,-2.0,i,i,i,i,i,17.4,i,i
O=C(OCC(=O)N(Cc1ccccc1)C1CCS(=O)(=O)C1)c1cc2c(s1)CCCC2 (stereo unspecified),-5.3,i,-1.9,i,i,i,i,i,10.6,i,i
CC(=O)/C(N=Nc1cc2c(c([N+](=O)[O-])c1C)C(C)(C)CC2(C)C)=C(\C)O,-10.4,i,.,i,i,i,i,i,6.2,i,i
O=C1Nc2cccnc2Sc2ccccc21,-2.0,i,-5.2,i,i,i,i,i,-8.8,i,i
CC(C)Cc1ccc(CN2CCCC(NC(=O)c3ccoc3)C2)cc1 (stereo unspecified),-14.8,i,-3.7,i,i,i,i,i,-20.9,i,i
Cn1c(N)c(C(=O)COC(=O)c2ccc(Cl)c(S(=O)(=O)N3CCCC3)c2)c(=O)n(C)c1=O,-9.2,i,2.2,i,i,i,i,i,12.2,i,i
CCN(CC)C(=O)Cn1cc(C(=O)C(=O)N2CCN(c3ccc([N+](=O)[O-])cc3)CC2)c2ccccc21,-10.3,i,-2.1,i,i,i,i,i,-6.2,i,i
O=C(O)c1cc(-c2cccc3ccccc23)nc2ccccc12,-9.3,i,-3.3,i,i,i,i,i,-7.5,i,i
CCOc1ccccc1NC(=O)CCS(=O)(=O)c1cccc2nsnc12,-1.6,i,-7.0,i,i,i,i,i,4.7,i,i
O=C(CCN1CCOCC1)NNC(=S)NC(=O)c1ccc(Br)cc1,-17.6,i,1.7,i,i,i,i,6*,4.3,i,i
O=C(N/N=C/c1cccn1-c1ccccc1)c1ccncc1,-7.8,i,1.4,i,i,i,i,i,5.2,i,i
O=C(NCCc1csc(-c2cccnc2)n1)c1ccccc1Br,-5.8,i,5.2,i,i,i,i,i,0.7,i,i
COc1cc(/C=C/C(=O)NCC2CCCCC2)cc(OC)c1OC,-4.3,i,-2.4,i,i,i,i,i,2.3,i,i
O=C(CN1CCN(c2ccccc2F)CC1)N1CCc2ccccc21,-2.0,i,1.0,i,i,i,i,i,10.8,i,i
O=C(O)CCCn1cc(NC(=O)COc2ccccc2[N+](=O)[O-])cn1,-7.5,i,-3.1,i,i,i,i,i,-0.9,i,i
O=C1C2CCCN2C(c2ccccc2)N1c1ccc(Cl)cc1 (stereo unspecified),-15.4,i,7.6,i,i,i,i,i,1.4,i,i
